Bioassay records: PubChem BioAssay, The Scripps Research Institute Molecular Screening Center
GPR151 activ = activates the human receptor GPR151 | AID 1508602 | 650,000 compounds, 1% hits | activation, % at 11.2 µM | PathHunter beta-arrestin GPR151 cells, luminescence; in the data active means activation above about 4.9%;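 further: 0% = median of compound wells and 100% = cells with positive control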
MITF inh = human MITF inhibition, primary screen. AlphaScreen MITF homodimerization, bead proximity signal. inhibition, % at 2.6 µM. 650,000 compounds, 0.91% hits. AID 1259374; in the data active means inhibition above about 50%;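 further: 0% = vehicle wells with protein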
TEAD-YAP block = TEAD-YAP interaction inhibition; AID 1259422; inhibition, % at 9.12 µM; 640,000 compounds, 1.4% hits; HEK-TIYL cells, TEAD-Gal4/YAP UAS-luciferase luminescence; in the data active means inhibition above about 32%;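 further: 0% = median of test compound wells and 100% = reference inhibitor wells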
FBW7 activator = activators of human E3 ligase FBW7; normalized activity (activation), % at 26.1 µM; 650,000 compounds, 0.13% hits; Q969H0; AlphaScreen FBW7–phospho-cyclin E peptide binding, activator screen; in the data active means normalized activity above about 1.9%;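 further: purified mutant Fbw7 with reduced substrate affinity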
Target sequence (Q969H0 whole entry, looked up): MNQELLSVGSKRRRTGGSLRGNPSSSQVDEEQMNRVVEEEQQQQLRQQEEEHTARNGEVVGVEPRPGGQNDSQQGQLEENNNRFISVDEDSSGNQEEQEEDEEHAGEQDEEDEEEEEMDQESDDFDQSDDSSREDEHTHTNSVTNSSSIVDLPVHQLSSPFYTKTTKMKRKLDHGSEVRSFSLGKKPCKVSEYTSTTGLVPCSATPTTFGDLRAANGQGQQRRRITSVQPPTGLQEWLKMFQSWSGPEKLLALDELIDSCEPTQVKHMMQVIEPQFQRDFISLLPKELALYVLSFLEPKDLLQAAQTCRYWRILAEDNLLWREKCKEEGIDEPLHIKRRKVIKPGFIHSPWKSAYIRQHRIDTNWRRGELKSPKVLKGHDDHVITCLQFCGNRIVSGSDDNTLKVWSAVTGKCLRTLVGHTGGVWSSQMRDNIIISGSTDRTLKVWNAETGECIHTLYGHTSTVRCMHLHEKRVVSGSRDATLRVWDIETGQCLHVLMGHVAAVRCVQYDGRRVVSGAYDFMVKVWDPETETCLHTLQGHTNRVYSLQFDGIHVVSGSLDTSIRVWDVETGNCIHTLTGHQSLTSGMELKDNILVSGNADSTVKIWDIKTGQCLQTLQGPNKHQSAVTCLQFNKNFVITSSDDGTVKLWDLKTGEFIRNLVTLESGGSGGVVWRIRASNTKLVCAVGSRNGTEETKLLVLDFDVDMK
Numbers without * were called inactive; & = joins results of further samples.

SMILES	GPR151 activ	MITF inh	TEAD-YAP block	FBW7 activator
O=C(CSCC(=O)Nc1cccc2ccccc12)Nc1ccc(Br)cc1	2.0	2	-2	-0.1
COc1ccc(/C=N/n2cnc3c([nH]c4ccccc43)c2=O)cc1	1.5	4	-6	0.2
O=C(CCS(=O)(=O)c1ccc2c(c1)OCC(=O)N2)NCc1ccco1	-0.3	4	8	0.0
NS(=O)(=O)c1ccc(NN=C2CCCCC2)c([N+](=O)[O-])c1	-0.6	11	-3	-0.1
CCc1nn2c(C)cc(C)nc2c1-c1ccc(OC)cc1	-2.0	4	11	1.2
O=C(CSc1nc2ccc(N=Cc3ccccc3O)cc2s1)N1CCOCC1	4.3	1	-22	-0.1
O=C1CCC(CCNCc2ccccc2)N1CCCc1ccccc1 (stereo not given)	-0.6	1	0	0.1
CCCNC(=O)Oc1ccc(C23CC4CC(CC(C4)C2)C3)cc1	1.9	-2	-18	0.0
COc1ccc(C(=O)/C=C/c2cc(Cl)cc3c2OCOC3)c(O)c1	1.1	-6	7	0.0
O=C(c1cc(-c2ccccc2)c(N2CCOCC2)s1)N1CCCC1	0.3	10	2	0.3
O=C(CSc1nc2ccccc2c(=O)n1CC1CCC(C(=O)NCc2ccccc2Cl)CC1)Nc1ccccc1Cl (stereo not given)	0.5	-6	-3	0.1
O=C(c1ccccc1)N1CCN(c2ccccc2NC(=O)C(Cl)(Cl)Cl)CC1	-1.0	-1	-7	-0.1
COc1ccc(NC(=O)c2sc3ncnc(N4CCN(c5ccccc5OC)CC4)c3c2C)c(OC)c1	-0.2	6	-3	0.0
O=c1cc(CN2CCN(c3ccc(F)cc3)CC2)occ1OC/C=C/c1ccccc1	1.1	10	-10	-0.1
Cc1cc(Cl)c(S(=O)(=O)N2CCN(c3ccc(F)cc3)CC2)cc1OCC(N)=O	0.1	8	5	-0.2
COc1ccc(NC(=O)Nc2ccc(F)c(Cl)c2)c(C)c1	1.4	1	-35	0.0
Cc1cc(C)cc(NC(=O)CN(c2ccc(Cl)c(Cl)c2)S(C)(=O)=O)c1	0.4	-35	6	0.0
CC(=O)c1cccc(NC(=O)c2cc3nc(-c4ccc5c(c4)OCO5)cc(C(F)(F)F)n3n2)c1	-1.1	9	-4	0.0
Cc1oc(C)c(S(=O)(=O)NC(C)C)c1C(=O)NCc1ccco1	7.1*	-2	2	-0.1
CC(=O)N1c2ccccc2C(C)(C)C2CCC(C)CC21 (stereo not given)	0.2	23	8	0.0
Cc1ccc(C(=O)NC(=S)NNC(=O)CCN2CCOCC2)cc1	-1.6	7	-7	-0.3
Cc1cc(CNCc2ccccc2)c(C)n1-c1cccc(S(=O)(=O)N2CCOCC2)c1	0.5	30	1	-0.1
CC(=O)N1CCN(Cc2ccccc2Cl)CC1	1.1	-6	1	0.1
Cc1ccc(S(=O)(=O)N2CCC(C)CC2)cc1[N+](=O)[O-]	0.3	7	9	0.2
CCOc1cccc(/C=N/NC(=O)COc2ccccc2[N+](=O)[O-])c1O	-0.7	7	-32	-0.1
CC(C)(C)C(=O)Nc1ccc(C(=O)Nc2cccnc2)cc1	1.1	11	-60	0.4
CC1CCN(c2ccccc2NC(=O)COc2ccccc2[N+](=O)[O-])CC1	3.1	-4	-34	-0.1
CC1CCCN(C(=O)C2CCCN(S(=O)(=O)c3ccc4c(c3)oc(=O)n4C)C2)C1 (stereo not given)	-0.2	0	-4	0.0
O=C(Cc1ccccc1[N+](=O)[O-])NCCSC1CCCCC1	1.4	-3	-6	-0.1
Cc1ccc(-c2nc(NC3CCCCC3C)c3ccccc3n2)cc1 (stereo not given)	-1.5	1	7	0.1
O=C(Nc1ccc(-c2nc3ccccc3[nH]2)cc1)c1ccc(N2CCOCC2)c([N+](=O)[O-])c1	0.7	6	8	-0.1
COc1cc(C(=O)Oc2ccc3c(=O)c(-c4ccccc4Cl)coc3c2)cc(OC)c1OC	1.6	6	-3	0.4
COc1cc2nc(SCC(=O)NCCc3ccccc3)n(Cc3ccc(Cl)cc3)c(=O)c2cc1OC	-0.6	-4	4	0.1
CSCCC(NC(=O)c1ccccc1)C(=O)NCCc1ccccc1 (stereo not given)	-0.7	0	-2	-0.1
Cc1csc2nc(CSc3nc4cc([N+](=O)[O-])ccc4s3)cn12	-0.5	6	5	0.1
Cc1ccc(N2CC(O)=C(c3nc4ccccc4[nH]3)C2=N)c(Br)c1	0.4	3	-2	-0.2
CCOC(=O)C1CCC(CN(Cc2ccccc2)S(=O)(=O)c2ccc(Br)cc2)CC1 (stereo not given)	0.2	5	-7	-0.1
Cc1nonc1C(=O)N/N=C/c1ccc(OCc2ccccc2)cc1	-1.3	5	-3	0.2
CC(=O)N1N=C(c2cccs2)CC1c1ccc(C)cc1 (stereo not given)	-0.2	12	-4	0.1
O=C(NC1CCCCC1)c1ccc2c(c1)OCCO2	-2.1	14	3	0.3
Cc1ncc(CO)c(CO)c1O	-1.6&0.3&-0.1	-3&-5&0	12&0	0.2&0.0&-0.1
O=[N+]([O-])c1ccc(Cc2nnn(Sc3ccccc3)n2)cc1	1.5	10	-9	-0.2
CCC(=O)C1=C(c2ccc([N+](=O)[O-])cc2)N(C(=O)CC)n2c(CC)nnc2S1	-0.6	6	8	-0.2
CN(C)N=Nc1ccc(S(=O)(=O)NC23CC4CC(CC(C4)C2)C3)cc1	-0.9	22	9	0.0
Cc1ccc(CN2C(=O)C(C)Oc3ccccc32)c(C)c1 (stereo not given)	0.2	-19	-12	0.1
CCOC(=O)C1CCCN(C2CCC(=O)N(Cc3ccc(OC)cc3)CC2)C1 (stereo not given)	-0.2	3	5	0.2
CC1(C)CC(=O)C(/C=N/n2c(C(F)(F)F)nc3ccccc3c2=O)=C(O)C1	0.1	18	7	0.7
COc1ccc(COC(=O)N/N=C(\C)CC(=O)Nc2ccc(Cl)cc2)cc1	-0.6	0	-14	0.1
C=CCn1c(=O)c2ccc(C(=O)NCc3ccc4c(c3)OCO4)cc2n(CC(N)=O)c1=O	11*	8	0	0.3
COc1ccc(C(=O)CC(=O)C(=O)NC2CCCCC2)cc1	0.0	15	0	1.0

Next part:
SMILES	GPR151 activ	MITF inh	TEAD-YAP block	FBW7 activator
NC(=O)[C@H](Cc1ccccc1)NC1CCN(c2cccc(NC(=O)c3ccncc3)c2)CC1	0.0	4	8	0.7
C=CCN1C(=O)S/C(=C\c2cc(Br)ccc2OCC(=O)O)C1=O	-1.6	13	6	-0.1
CCC(Sc1nc2ccsc2c(=O)n1NC(=O)COc1ccccc1Br)C(=O)Nc1cccc(Cl)c1 (stereo not given)	0.7	4	0	0.3
Nc1ccc2nn(-c3cccc4ccccc34)nc2c1	0.0	16	-9	0.3
NC1=NC(c2cc3c(cc2[N+](=O)[O-])OCO3)n2c(nc3ccccc32)N1 (stereo not given)	1.4	4	-3	-0.4
O=C(CSc1ccc(-c2ccc(-n3cccn3)cc2)nn1)NCc1ccccc1Cl	1.0	17	1	0.0
COc1ccc(OC)c(NC(=O)c2cc(S(=O)(=O)N3CCC4(CC3)OCCO4)ccc2F)c1	-0.1	4	4	-0.1
CCOC(=O)CSc1nc(C)c(C(C)=O)cc1C#N	-0.2	-5	-14	0.0
CCn1c(=O)c(C(=O)NCCO)c(O)c2ccccc21	-2.0	-1	2	-0.2
Cc1cccc(Cn2c(N(C)Cc3ccccc3)nc3c2c(=O)[nH]c(=O)n3C)c1	-1.1	-4	5	0.2

Retrieved by structure from the list above:
SMILES	GPR151 activ	MITF inh	TEAD-YAP block	FBW7 activator
CCC(Sc1nc2ccsc2c(=O)n1NC(=O)COc1ccccc1Br)C(=O)Nc1cccc(Cl)c1 (stereo not given)	0.7	4	0	0.3
Cc1cccc(Cn2c(N(C)Cc3ccccc3)nc3c2c(=O)[nH]c(=O)n3C)c1	-1.1	-4	5	0.2

Whole records, looked up by structure:
`CCn1c(=O)c(C(=O)NCCO)c(O)c2ccccc21` as listed: GPR151 activ = -2.0; MITF inh = -1; TEAD-YAP block = 2; FBW7 activator = -0.2
`COc1ccc(OC)c(NC(=O)c2cc(S(=O)(=O)N3CCC4(CC3)OCCO4)ccc2F)c1` as listed: GPR151 activ = -0.1; MITF inh = 4; TEAD-YAP block = 4; FBW7 activator = -0.1
`CCOC(=O)CSc1nc(C)c(C(C)=O)cc1C#N` as listed: GPR151 activ = -0.2; MITF inh = -5; TEAD-YAP block = -14; FBW7 activator = 0.0

Two compounds from above, showing only GPR151 activ and FBW7 activator.
SMILES	GPR151 activ	FBW7 activator
O=C(CSc1ccc(-c2ccc(-n3cccn3)cc2)nn1)NCc1ccccc1Cl	1.0	0.0
COc1ccc(OC)c(NC(=O)c2cc(S(=O)(=O)N3CCC4(CC3)OCCO4)ccc2F)c1	-0.1	-0.1

Carrying on.
SMILES	GPR151 activ	MITF inh	TEAD-YAP block	FBW7 activator
Cc1cc(NC(=S)N(Cc2cccc(Br)c2)CC2CCC(C(=O)O)CC2)ccc1Cl (stereo not given)	0.2	-6	1	0.0
COc1ccc(Cl)cc1NC(=O)c1ccc(Cl)cc1[N+](=O)[O-]	0.2	8	7	-0.1
CCCCN(C)CCCN1C(=O)C2C(C(=O)Nc3cc(C)cc(C)c3)C3C=CC2(O3)C1C(=O)NC1CCCC(C)C1C (stereo not given)	-0.1	-5	4	0.6
c1cc(-n2cnc3c(NC4CC4)nc(NCc4ccc5c(c4)OCO5)nc32)cs1	1.0	-2	-35	-0.1
CCC(C)NC(=O)CSc1cc(=O)n(C)c2ccc(Cl)cc12 (stereo not given)	-0.4	-4	-10	-0.1
CCOc1ccc(C2Oc3ccc(Br)cc3C=C2[N+](=O)[O-])cc1OCC (stereo not given)	-0.9	29	41*	-0.1
CC(=O)Nc1cc([N+](=O)[O-])c(C)s1	-0.7	-5	5	0.9
COc1cc(C(=O)Nc2sc3c(c2C(N)=O)CCC(C)C3)cc(OC)c1OC (stereo not given)	0.9	4	-6	-0.1
CCC1CCC(C(=O)Nc2ccc(C(C)=O)cc2)CC1 (stereo not given)	-0.5	-16	-53	0.0
C#CCn1c(=NC(=O)c2cc(OC)c(OC)c(OC)c2)sc2cccc(OC)c21	-0.9	7	3	0.2
O=C(NN=C1CCC(=NNC(=O)c2ccccn2)CC1)c1ccccn1	-3.2	19	8	-0.4
CC(=O)Nc1cc(C)c2nc(NC(C)=O)sc2c1	-0.7	7	-40	-0.2
Cc1cccc(C)c1OCC(=O)N/N=C/c1ccc([N+](=O)[O-])o1	2.0	3	2	0.0
Cc1nn(C)c(C)c1-c1nc(NCCc2ccc(O)cc2)c2ncn(C(C)C)c2n1	-0.1	6	8	0.0
Cc1ccc(S(=O)(=O)N2CCOCC2)cc1C(=O)OCC(=O)NC(N)=O	0.9	3	2	-0.1
Cc1ccc(-c2cc(C(F)(F)F)n3nc(C(=O)Nc4cc(Cl)ccc4Cl)c(Cl)c3n2)cc1	2.9	-7	-2	0.0
COCCNc1c(C)c(C)nc2c(-c3ccccc3)c(C)nn12	1.0	-4	0	0.0
Nc1ccc(S(=O)(=O)Nc2nccc(/C=C/c3ccc([N+](=O)[O-])cc3)n2)cc1	2.5	-5	2	0.1
O=C(Nc1ccc(S(=O)(=O)N2CCCC2)cc1)c1ccc2nc(-c3ccccc3)c(-c3ccccc3)nc2c1	0.2	3	2	0.0
CSc1cccc(NC(=S)N(Cc2ccc(Br)cc2)Cc2ccc(C(=O)O)cc2)c1	1.1	11	14	0.5
Cc1ccc(N(CC(=O)Nc2cc(Cl)ccc2C)S(=O)(=O)c2c(C)noc2C)cc1	0.4	6	5	-0.2
Cc1cnc2nc3c(cc2c1)CN(Cc1ccc(Cl)cc1S(C)(=O)=O)CC3	2.7	1	-3	-0.1
Cc1c(C(=O)N2CC(C)CC(C)C2)sc2ncnc(N3CCN(c4ccccc4F)CC3)c12 (stereo not given)	0.7	-1	-1	-0.4
O=C1N(Cc2cccnc2)CCN1c1ccc2c(c1)OCO2	0.3	5	-14	0.2
Nc1ccc(Nc2nc(-c3cc4ccccc4oc3=O)cs2)cc1	4.6	21	-83	0.4
O=C(Nc1cccc(C(F)(F)F)c1)c1nn2c(C(F)(F)F)cc(-c3ccccc3)nc2c1Cl	-0.2	16	-6	0.0
COc1ccc([N+](=O)[O-])cc1CSc1nc2ccc(NC(C)=O)cc2s1	-0.4	4	4	0.3
COc1cccc(C(=O)Nc2nc(-c3cc([N+](=O)[O-])cs3)cs2)c1OC	0.4	-3	-7	0.0
COc1ccc(/C=C/CN2CCN(Cc3ccc(OC)c(C)c3)C(CCO)C2)cc1 (stereo not given)	1.9	-4	6	0.0
COc1ccc(C(=O)Nc2cc(-n3c(C)nc4ccccc4c3=O)ccc2Cl)cc1	-1.4	18	-6	0.1

Some values from the results shown:
TEAD-YAP block result of COc1ccc(/C=C/CN2CCN(Cc3ccc(OC)c(C)c3)C(CCO)C2)cc1 (stereo not given) : 6
FBW7 activator result of COc1cccc(C(=O)Nc2nc(-c3cc([N+](=O)[O-])cs3)cs2)c1OC : 0.0
GPR151 activ result of O=C1N(Cc2cccnc2)CCN1c1ccc2c(c1)OCO2 : 0.3
FBW7 activator result of Cc1cnc2nc3c(cc2c1)CN(Cc1ccc(Cl)cc1S(C)(=O)=O)CC3 : -0.1
FBW7 activator result of COc1ccc([N+](=O)[O-])cc1CSc1nc2ccc(NC(C)=O)cc2s1 : 0.3
